GASC-1 inh: human JMJD2C demethylase inhibition | GST-JMJD2C(1-420) H3K9me3 demethylation, DELFIA europium | inhibition, % at 2.35 µM | 0.069% of 330,000 active;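 active = more than half of a compound's replicate wells show inhibition beyond 50%, single wells judged on their own value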;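 note: signal counts dimethyl H3K9 product captured on neutravidin plate; 0% = median of DMSO wells and 100% = 0.3 times that DMSO median; strong numbers were not always called active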
Target sequence (Q9H3R0 1-420 limits assumed): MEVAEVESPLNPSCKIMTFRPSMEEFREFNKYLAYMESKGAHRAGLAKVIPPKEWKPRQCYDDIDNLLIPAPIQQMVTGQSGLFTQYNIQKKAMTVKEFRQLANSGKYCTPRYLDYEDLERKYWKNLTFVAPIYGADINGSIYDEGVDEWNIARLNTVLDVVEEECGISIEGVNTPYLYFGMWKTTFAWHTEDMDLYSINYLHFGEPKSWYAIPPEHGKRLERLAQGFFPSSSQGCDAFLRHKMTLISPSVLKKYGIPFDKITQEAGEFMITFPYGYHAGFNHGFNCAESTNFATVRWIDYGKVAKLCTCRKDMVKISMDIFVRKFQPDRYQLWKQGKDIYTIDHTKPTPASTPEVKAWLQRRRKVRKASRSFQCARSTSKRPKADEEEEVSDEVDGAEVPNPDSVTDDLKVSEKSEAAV
core dimer inh: HCV core protein dimerization inhibition. TR-FRET GST/Flag-core106 dimerization, 1536-well. inhibition, % at 5 µM. 0.33% of 300,000 active;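 active = inhibition above the mean of all tested compounds plus 3 SD, set per screening campaign, cut at about 45% in these data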
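Material: GST/Flag-tagged HCV core106 proteins. Incubation: 4 h, 22.5 °C incubation. Read-out basis: inhibition (%) from 671 over 617 nm ratio. Measured by: TR-FRET, excitation 340 nm, emission 617 and 671 nm.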
TPT1 inhibitor: blocks Candida albicans tRNA 2'-phosphotransferase; recombinant caTPT1, FP RNA substrate dephosphorylation; inhibition, % at 5 µM; 0.81% of 300,000 active;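 active = inhibition above the mean of all tested compounds plus 3 SD, set per screening campaign, cut at about 24% in these data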;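 note: plate controls were DMSO alone for no effect and ferristatin control at 100 nM for full effect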
Fh CTSL1 inh: counter-screen for PFM18AAP inhibitors: inhibitors of F. hepatica cathepsin L1; recombinant F. hepatica cathepsin L1, Z-Leu-Arg-MCA fluorescence; inhibition, % at 5.96 µM; 0.49% of 300,000 active;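 active = inhibition above the mean of all tested compounds plus 3 SD, set per screening campaign, cut at about 17% in these data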;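 note: 0% = plate median of test compound wells and 100% = 1 µM Z-Phe-Ala-diazomethylketone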
PP5 primary: PP5 (human) phosphatase inhibition. P53041. purified PP5c, OMFP substrate fluorescence. inhibition, % at 6.7 µM. 0.18% of 320,000 active. AID 1987;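 active = inhibition above the campaign's mean inhibition across all tested compounds plus 3 SD, cut at about 9.5% in these data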;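 note: 0% = DMSO only and 100% = 100 µM cantharidin control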
CR mimetic SO: lowers age-related superoxide in aged yeast cells | S. cerevisiae aged cells, superoxide DHE fluorescence; active compounds read low | superoxide response (% of plate mean), % at 10 µM | 0.18% of 330,000 active | AID 2690;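 active = superoxide response under a set limit, about three screen SD below normal, cut at about 65% in these data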;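 note: yeast aged for seven days with compound at 30 °C before DHE staining; 100% = average MFI of all compound-treated wells on the plate with controls excluded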
ZTA counter: ZTA (EBV) inhibition in EBNA-1 counter-screen; AID 2234; inhibition, % at 11 µM; P03206; 0.15% of 320,000 active; ZTA-DNA binding, fluorescence polarization; in the data active = inhibition above about 33%
Target sequence (P03206 whole entry, looked up): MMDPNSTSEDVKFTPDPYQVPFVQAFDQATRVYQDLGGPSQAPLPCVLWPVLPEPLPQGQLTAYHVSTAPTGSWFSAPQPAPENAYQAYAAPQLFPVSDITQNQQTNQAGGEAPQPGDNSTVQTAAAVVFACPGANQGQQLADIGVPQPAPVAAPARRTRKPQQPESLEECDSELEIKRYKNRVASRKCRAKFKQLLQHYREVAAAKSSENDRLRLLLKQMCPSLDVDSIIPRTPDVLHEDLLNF
EBNA-1 inh: blocks EBNA-1 binding to DNA | EBNA-1 DNA binding, fluorescence polarization | 0.34% of 300,000 active | inhibition, % at 14.8 µM; in the data active = inhibition above about 28%
PP1 inh: counter-screen for PP5 inhibitors: inhibitors of human PP1-alpha | AID 2235 | inhibition, % at 6.7 µM | 0.9% of 320,000 active | purified PP1alpha, OMFP fluorescence;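 active = inhibition above the mean inhibition of all tested compounds plus 3 SD, computed separately for each screening campaign, cut at about 15% in these data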
Target sequence (P62136 whole entry, looked up): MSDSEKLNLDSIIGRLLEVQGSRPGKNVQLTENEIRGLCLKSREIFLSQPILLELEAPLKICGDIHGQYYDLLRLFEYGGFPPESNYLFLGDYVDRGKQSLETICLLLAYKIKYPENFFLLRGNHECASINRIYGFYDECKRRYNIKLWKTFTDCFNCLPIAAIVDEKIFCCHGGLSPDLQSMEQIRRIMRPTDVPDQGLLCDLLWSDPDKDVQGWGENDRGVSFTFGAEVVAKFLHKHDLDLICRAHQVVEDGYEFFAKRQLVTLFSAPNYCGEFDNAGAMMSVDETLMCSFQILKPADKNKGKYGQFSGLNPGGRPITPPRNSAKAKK
* = called active by the depositor; nt = not tested or not shown.

nr	canonical_smiles	GASC-1 inh	core dimer inh	TPT1 inhibitor	Fh CTSL1 inh	PP5 primary	CR mimetic SO	ZTA counter	EBNA-1 inh	PP1 inh
1	O=C(COC(=O)c1cccnc1Cl)NCCCc1ccccc1	0	nt	nt	nt	1.4	114	-3	nt	2
2	CN1CCN(CC(O)(c2ccc(Cl)cc2)c2ccc(Cl)cc2)CC1	-12	2	-2	5	0.4	94	3	-10	3
3	CCOc1nc(-c2ccccc2)c2cc(Br)ccc2n1	-5	-14	-12	2	2.0	89	-2	-2	3
4	CCOc1cc(CNn2cnnc2)ccc1OCC(=O)NC1CCCCC1	6	-3	-2	3	0.8	87	12	7	0
5	CC1CC(C)CN(C(=O)C(C)N(C)CC(=O)Nc2ccc(Cl)cc2)C1 (configuration not stated)	5	1	-4	2	-0.9	109	4	-2	-4
6	O=C1c2ccccc2S(=O)(=O)c2cc(N3CCOCC3)ccc21	12	5	34*	6	1.8	98	-5	0	-1
7	Cn1c(=O)c2c(nc(N3CCOCC3)n2CCNC2=NCCC2)n(C)c1=O	1	-4	-2	-2	1.6	94	2	5	-4
8	C=CCc1cc(C=O)cc(OCC)c1OCc1ccc(Cl)cc1	2	12	2	1	1.6	87	-1	3	0
9	COc1cccc(C(=O)Nc2cccc(S(=O)(=O)NC3=NCCC3)c2)c1	8	nt	nt	nt	1.8	81	-1	nt	1
10	O=C(COC(=O)CCN=C1NS(=O)(=O)c2ccccc21)NNC(=O)c1ccccc1	-5	6	1	-4	0.0	114	5	3	-6
11	CC(C)[C@@H]1COC(c2cccc(C3=N[C@H](C(C)C)CO3)c2)=N1	nt	-4	0	-1	3.1	103	-5	15	3
12	CCOC(=O)N1CCC(N2C(=O)c3ccccc3C2Nc2ccccc2C)CC1 (configuration not stated)	21	5	-3	-1	2.9	88	-7	3	-3
13	CCOC(=O)C(Cc1c(F)cccc1Cl)c1ccno1 (configuration not stated)	8	4	-3	3	-1.4	103	15	8	-2
14	O=C(/C=C/c1ccc(F)cc1)NNC(=O)CCN1CCN(Cc2ccccc2)CC1	-4	3	3	-6	-1.5	87	-6	-8	9
15	Cc1ccc2cc(NC(=O)Cc3ccccc3)ccc2n1	-12	-3	0	-2	0.4	63*	-4	0	-7
16	COC(=O)C1=C(C)N(Cc2cccnc2)C(=O)C1	-15	-2	-4	-1	-2.8	94	-27	-3	0
17	COc1ccc(Nc2ncnc3sc(-c4ccccc4)cc23)cc1OC	54*	-8	4	0	6.1	98	1	2	0
18	O=C(OCC(=O)c1cccs1)c1ccc(NC(=O)c2ccco2)cc1	3	11	4	-2	0.1	89	10	17	8
19	Cc1cc(S(=O)(=O)N2CCOCC2)ccc1OCC(=O)Nc1cccc(F)c1	24	-19	-1	7	-8.0	112	-10	-9	-1
20	CC(C)N(C(=S)NCc1ccccc1)C(C)C	-17	4	0	2	2.9	95	-1	-3	-7
21	O=C(NCc1cccs1)c1cc(C2CC2)on1	3	-3	-1	-1	-1.7	91	1	11	-2
22	Cc1cc(C)n2c(SCC(=O)N3CCN(S(=O)(=O)c4ccc(Cl)cc4)CC3)nnc2n1	8	12	4	2	1.6	100	-9	0	2
23	CC(=O)c1ccc(OCCCC(=O)NC2CCCc3ccccc32)cc1 (configuration not stated)	2	-5	-1	-1	0.7	89	-21	-4	-2
24	N#Cc1cc2c(nc1SCC1COc3ccccc3O1)CCC2 (configuration not stated)	-9	12	3	4	1.2	99	4	10	2
25	CCOc1cccc(-c2c(C(=O)N/N=C/c3ccoc3)nnn2-c2nonc2N)c1	1	1	-3	-2	0.2	109	9	-1	-1
26	Cn1c(SCC(=O)Nc2cccc(NC(=O)c3cccs3)c2)nnc1-c1ccncc1	nt	-5	-1	-2	1.3	93	-4	-5	-3
27	COc1ccccc1C(=O)NC(CCSC)C(=O)NNC(=O)c1ccccc1C (configuration not stated)	4	-4	2	7	2.6	122	-5	-10	-4
28	Cc1cccc(C(=O)NCC(=O)NCC(c2cccs2)N2CCOCC2)c1 (configuration not stated)	0	-2	4	1	-0.4	130	5	5	-8
29	O=C(c1ccc(=O)[nH]c1)N1CCN(S(=O)(=O)c2ccc(Cl)cc2)CC1	-11	-3	0	1	2.0	91	-6	-5	0
30	Clc1ccccc1Cn1nnc2c(N3CCCC3)ncnc21	-3	-2	1	-1	-0.7	96	-32	-9	1

Copied from the list.
Fh CTSL1 inh with Cn1c(SCC(=O)Nc2cccc(NC(=O)c3cccs3)c2)nnc1-c1ccncc1 → -2
ZTA counter with CC(=O)c1ccc(OCCCC(=O)NC2CCCc3ccccc32)cc1 (configuration not stated) → -21
ZTA counter with Cc1cc(C)n2c(SCC(=O)N3CCN(S(=O)(=O)c4ccc(Cl)cc4)CC3)nnc2n1 → -9
GASC-1 inh with Cc1cc(S(=O)(=O)N2CCOCC2)ccc1OCC(=O)Nc1cccc(F)c1 → 24

(cont.)
nr	canonical_smiles	GASC-1 inh	core dimer inh	TPT1 inhibitor	Fh CTSL1 inh	PP5 primary	CR mimetic SO	ZTA counter	EBNA-1 inh	PP1 inh
31	COCCN1CCN(c2cc(-c3ccccc3)nc3cc(-c4cccc(F)c4)nn23)CC1	-4	0	-2	5	4.2	95	1	-2	5
32	O=C(O)c1cc2c(cn1)[nH]c1ccccc12	-2	-1	0	5	1.1	72	-9	-9	13
33	CC1=NNC(=O)C1CC(=O)N/N=C/C(Br)=C/c1ccccc1 (configuration not stated)	4	-3	-2	7	5.4	102	3	7	-1
34	COc1ccccc1CNC(=O)c1oc2ccc(S(=O)(=O)N3CCCC3)cc2c1C	5	15	-7	3	1.6	96	1	6	1
35	CCOC(=O)/C(C#N)=C1\CC2CCC1(C)C2(C)C (configuration not stated)	9	-4	1	1	0.0	85	-14	0	-1
36	COc1ccc(N(C(C)=O)S(=O)(=O)c2cccs2)cc1	11	-3	3	-3	-0.9	103	-2	-8	-5
37	CCCCN(CC)CCCNC(=O)c1cc2c(-c3ccc(OC)c(OC)c3)nn(C)c2s1	-16	-2	-3	7	-1.3	85	13	-2	1
38	COc1ccc(-c2ccc(C#N)c(OC)n2)cc1	10	5	-3	4	-1.3	95	21	13	-3
39	CN1CCc2c(sc(NC(=O)C3COc4ccccc4O3)c2C(N)=O)C1 (configuration not stated)	6	-4	-1	6	5.4	107	-2	4	3
40	COc1ccccc1N1CCN(CCCC(=O)c2ccc(F)cc2)CC1	2	-11	0	3	0.4	85	-1	-2	1
41	O=C(CSc1ccc(-c2ccco2)nn1)Nc1ccc(F)cc1F	0	4	0	-1	2.6	98	-2	0	-2
42	COc1ccc2sc(NCc3ccccc3)nc2c1	-6	-1	-3	5	-1.1	100	-4	-13	0
43	COc1ccccc1/C=C/C=C1N=C(/C=C/c2ccc(Cl)cc2)OC/1=O	4	43	40*	1	2.9	111	1	11	4
44	Cc1ccccc1C(=O)NC1CCN(C(=O)NC2CCCCC2)CC1	3	1	-1	1	4.9	90	0	-7	-4
45	Cc1ccc(C(=O)NC(C)C(c2cccs2)N2CCCC2)s1 (configuration not stated)	-10	2	-1	-7	-2.2	112	-1	-9	4
46	Clc1ccccc1C(c1ccccc1)(c1ccccc1)n1ccnc1	1	-185	-4	1	0.8	115	-8	12	18*
47	COc1cccc(NC(=O)CCCn2nc(C)c3c(C)n(-c4ccccc4)nc3c2=O)c1	9	-5	-1	-3	-2.9	101	15	-3	-5
48	Cc1ccc(N(C(=O)c2snc(C(N)=O)c2N)C(C(=O)NCC2CCCO2)c2ccc(C)o2)c(C)c1 (configuration not stated)	2	2	-1	11	-4.6	122	8	9	-9
49	O=C1c2ccccc2C(=O)N1CC(=O)N1c2ccccc2Sc2ccccc21	-3	12	2	-2	2.1	112	2	5	-1
50	COc1cccc(NC(=O)CSc2nnnn2C2CCCC2)c1	39	1	4	-1	-2.7	103	4	1	4
51	COc1ccc(NS(=O)(=O)c2coc(C(N)=O)c2)cc1Cl	-11	-1	0	-5	1.2	88	-5	-14	-3
52	COCCN(C(=O)CSc1nnc(-c2cccc(F)c2)n1N)c1c(N)n(CC(C)C)c(=O)[nH]c1=O	16	7	2	1	0.4	95	-8	5	-4
53	Cc1ccc2c(c1)N(C(=O)CCC(=O)NCc1cccc(Br)c1)CC(C)O2 (configuration not stated)	3	2	0	2	2.1	127	-4	-9	3
54	CC(OC(=O)c1ccc(Cl)nc1)C(=O)NCc1ccc2c(c1)OCO2 (configuration not stated)	-21	-3	1	-9	-1.1	130	10	-3	-17
55	O=C(COC(=O)Cc1ccc(F)cc1)Nc1ccc(Cl)cn1	-7	nt	nt	nt	-1.9	112	-7	nt	1
56	O=C1c2ccccc2C(=O)N1c1ccc(S(=O)(=O)N2CCCCC2)cc1	6	10	3	-3	1.0	100	18	2	-4
57	Cc1ccc(NC(=O)Cn2cnc([N+](=O)[O-])c2)cc1C	-1	8	1	0	-1.1	104	16	-7	-1
58	COCn1c(-c2cccc(Br)c2)nc2ccccc21	-5	2	1	-3	5.3	102	-4	9	0
59	CCCCCCCn1c(NC(=O)CC)nc2ccccc21	1	3	2	-1	-1.0	97	8	2	0
60	CCN(CC)S(=O)(=O)c1ccc(/C(O)=C2/C(=O)C(=O)N(CCOC)C2c2ccccc2)cc1 (configuration not stated)	5	1	1	3	-1.8	106	-13	2	-5
61	CCOC(=O)C1CCN(S(=O)(=O)c2c[nH]c(=O)[nH]c2=O)CC1	0	0	2	0	0.0	97	-5	-1	-7
62	COc1cccc(NC(=O)CN(C)C(=O)c2ccc(N3CCOCC3)c([N+](=O)[O-])c2)c1	-18	-7	0	-3	2.3	92	-9	0	-2
63	COc1ccc(C2=NOC(C(=O)Nc3cc(C)on3)C2)cc1 (configuration not stated)	-2	-6	-2	0	-1.4	91	8	2	5
64	CCOc1ccccc1N1CCN(c2ncnc3scc(-c4ccc(OC)cc4)c23)CC1	-34	14	1	-4	2.1	81	-7	2	-4

Reformatted with each value named: entries from further up
62	COc1cccc(NC(=O)CN(C)C(=O)c2ccc(N3CCOCC3)c([N+](=O)[O-])c2)c1
  GASC-1 inh: -18
  core dimer inh: -7
  TPT1 inhibitor: 0
  Fh CTSL1 inh: -3
  PP5 primary: 2.3
  CR mimetic SO: 92
  ZTA counter: -9
  EBNA-1 inh: 0
  PP1 inh: -2

63	COc1ccc(C2=NOC(C(=O)Nc3cc(C)on3)C2)cc1 (configuration not stated)
  GASC-1 inh: -2
  core dimer inh: -6
  TPT1 inhibitor: -2
  Fh CTSL1 inh: 0
  PP5 primary: -1.4
  CR mimetic SO: 91
  ZTA counter: 8
  EBNA-1 inh: 2
  PP1 inh: 5

High-throughput results as filed in PubChem.
